Source: PubChem (several laboratories)
Ecoli WT expand: blocks growth of wild type E. coli BW25113 | OD600 absorbance | growth inhibition, % at 100 µM | hit rate 0.15% among 98,000 | AID 710;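 active = growth inhibition above about 50% at one test dose, limit read from the data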;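 note: growth measured after 20 h incubation at 37 °C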
PTK2B oligo ant: antagonists of human Pyk2 oligomerization. Q14289. Q293 cells, Pyk2 FERM NanoBiT luminescence; active compounds read low. z-score (the deposit names both 25 µM and 10 µM). hit rate 0.83% among 99,000. AID 1347419;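 active = Z-score of -3 or lower, scaled per plate to the spread of control and sample wells; inactive = z-score above -3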;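 note: negative z-score means lost luminescence so less FERM oligomerization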
PostGolgi ctrl: growth of the yeast control strain, post-Golgi counter-screen | efflux-deficient yeast background strain, growth absorbance A615, 16 h | inhibition, % at 10 µM | hit rate 5% among 98,000
PostGolgi yeast: growth inhibition of a yeast mutant, post-Golgi transport screen; inhibition, % at 10 µM; post-Golgi transport phenotypic cell assay; AID 739; hit rate 0.9% among 98,000;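 note: yeast cells grown in 1536-well plates; yeast grown about 18 h at 30C before absorbance read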
CYP2C9 act: activators of human CYP2C9 | hit rate 1.4% among 96,000 | P11712 | AID 1024 | activation factor at 5 µM | recombinant CYP2C9, luciferin-H conversion, luminescence; active compounds read high; factor 1 = untreated enzyme, 0 = blocked;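 active = activation factor of 2 or more for CYP2C9 at a 5 µM dose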;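 note: 0 = sulfaphenazole-blocked wells and 1 = vehicle-only wells; values of inactives mirror those of a sister screen read the other way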
Target sequence (P11712 whole entry, looked up): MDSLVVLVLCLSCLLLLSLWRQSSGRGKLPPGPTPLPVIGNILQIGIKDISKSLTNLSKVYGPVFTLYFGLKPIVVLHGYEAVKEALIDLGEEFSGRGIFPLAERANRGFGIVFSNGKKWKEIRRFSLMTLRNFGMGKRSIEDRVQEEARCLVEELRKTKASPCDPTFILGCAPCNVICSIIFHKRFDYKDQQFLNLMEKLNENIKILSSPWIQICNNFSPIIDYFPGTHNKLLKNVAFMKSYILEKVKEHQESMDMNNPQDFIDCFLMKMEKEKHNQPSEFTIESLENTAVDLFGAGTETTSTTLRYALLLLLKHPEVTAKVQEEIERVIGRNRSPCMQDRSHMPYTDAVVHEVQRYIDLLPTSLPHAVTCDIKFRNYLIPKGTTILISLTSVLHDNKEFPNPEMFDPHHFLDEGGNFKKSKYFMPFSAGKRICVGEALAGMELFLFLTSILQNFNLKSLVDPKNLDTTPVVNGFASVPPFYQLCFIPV
PTPN22 act: activators of human LYP (PTPN22) phosphatase; Q9Y2R2; recombinant LYP, DiFMUP fluorescence; 0 = plate median, 100 = signal doubled; activation, % at 2 µM; hit rate 0.11% among 96,000;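 active = activation at 2 µM above a set limit, the mean plus 5 SD, cut at about 37% in these data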
CYP2C9 inh: inhibitors of human CYP2C9 | inhibition, % at 5 µM | hit rate 20% among 96,000 | P11712 | CYP2C9 Supersomes, luciferin-H conversion, luminescence;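 active = blocking of liver enzyme CYP2C9 beyond about 50% at 5 µM, limit read from the data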; note: values of inactives mirror those of a sister screen read the other way
hDAT+cocaine: modulates human dopamine transporter uptake under cocaine; LLC-PK1 hDAT cells, [14C]-dopamine uptake with cocaine IC80; actives deviate in either direction; B-score at 10 µM; hit rate 1.3% among 110,000; AID 449768;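 active = Z score or B-score, a plate-position-corrected score, falls beyond the plate's 99.7% confidence bounds, in either direction; inactive = both scores lie inside the 99.7% bounds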;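 note: scored against the spread of the other compound wells on the same plate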
LYP inh 2: blocks human PTPN22 phosphatase activity. Q9Y2R2. recombinant LYP catalytic domain, DiFMUP fluorescence. inhibition, % at 2 µM. hit rate 0.21% among 96,000. AID 640;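 active = inhibition at 2 µM at or above a set limit, the screen mean plus 3 SD, cut at about 24% in these data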;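 note: 0% = DMSO with enzyme and 100% = enzyme fully blocked by orthovanadate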
Active calls of the source: *; x = no result given. Cut-off read from the data, not from the text of the source, unless noted: active = inhibition above about 30%; inactive = the rest.

The first 3 entries, ahead of the listing:
SMILES	Ecoli WT expand	PTK2B oligo ant	PostGolgi ctrl	PostGolgi yeast	CYP2C9 act	PTPN22 act	CYP2C9 inh	hDAT+cocaine	LYP inh 2
Cc1cccc(C)c1NC(=O)/C(C#N)=C/c1cccs1	3	-0.05	1	-3	0.9	-5	12	0.84	8
CCC(C)NC(=O)CO/N=C/c1ccc(C(=O)OC)cc1 (centres undefined)	1	1	9	1	0.3	12	69*	-0.49	-9
CC1CCN(C(=O)C2CCN(S(=O)(=O)c3cnc[nH]3)CC2)CC1	4	0.37	12	2	0.9	3	11	0.74	-3

The list itself, previewed entries included:
SMILES	Ecoli WT expand	PTK2B oligo ant	PostGolgi ctrl	PostGolgi yeast	CYP2C9 act	PTPN22 act	CYP2C9 inh	hDAT+cocaine	LYP inh 2
Cc1cccc(C)c1NC(=O)/C(C#N)=C/c1cccs1	3	-0.05	1	-3	0.9	-5	12	0.84	8
CCC(C)NC(=O)CO/N=C/c1ccc(C(=O)OC)cc1 (centres undefined)	1	1	9	1	0.3	12	69*	-0.49	-9
CC1CCN(C(=O)C2CCN(S(=O)(=O)c3cnc[nH]3)CC2)CC1	4	0.37	12	2	0.9	3	11	0.74	-3
Cn1cc(Br)c(C(=O)NNC(=O)c2cccc(Br)c2)n1	6	-0.01	3	14	1.9	-10	-87	x	12
Cc1cc(C)n2nc(SCc3ncc(-c4ccccc4)o3)nc2n1	x	-0.04	x	x	0.8	x	19	0.12	x
Cc1ccc(C2CC(c3ccccc3C)n3nc(N)nc3N2)cc1 (centres undefined)	-8	x	-1	-8	x	x	x	-0.74	x
Cc1ccc2nc(N3CCN(C(=O)c4cccs4)CC3)c(C#N)cc2c1	-4	1.5	13	2	0.6	x	41	-0.033	x
COc1cccc2c(=O)n(CC(=O)Nc3ccc(F)cc3)ccc12	1	x	-2	8	1	-5	-4	-1.3	4
Cc1cc(Oc2ccc(=O)n(C)n2)nc(Oc2ccc(=O)n(C)n2)n1	4	0.49	17	3	0.8	x	18	0.93	x
N#Cc1nc(-c2ccco2)oc1NCc1cccnc1	9	-0.24	-2	7	0.9	-2	15	-0.022	-1
CCN(CC)S(=O)(=O)c1cccc(-c2nnc(SC(C)C#N)n2Cc2ccccc2)c1 (centres undefined)	-6	-0.86	21	11	0.4	x	64*	0.4	x
O=C(NCCN1CCCC1)C1(S(=O)(=O)c2ccc(Cl)cc2)CC1	2	1.6	38*	9	1.1	-1	-9	-0.92	-1
O=C(O)c1cnc(-c2ccccc2)nc1Sc1ccccc1	-2	0.12	4	13	0.9	-4	7	-0.14	6
CC1CN(c2cc(=O)n(Cc3ccc(F)cc3)c(=O)[nH]2)CC(C)O1 (centres undefined)	-12	x	10	-1	1.1	x	-11	0.91	x
Cc1nn(-c2ccc(Cl)cc2)c2sc(C(=O)N3CCN(c4ccccn4)CC3)cc12	-5	0.11	2	-4	0.8	0	18	-1.1	4
CCN1CCn2c3c(c4cc(C)ccc42)CCCC31 (centres undefined)	8	0.12	1	12	0.5	4	52*	-0.5	-8
Cc1cc(N2CCC(C(=O)N3CCN(c4cccc(C)c4C)CC3)CC2)n2ncnc2n1	-3	1.2	-2	20	1.3	6	-33	0.92	-9
CC(C)(C)n1nnnc1C(c1ccc(Cl)cc1)N1CCSCC1 (centres undefined)	x	0.04	x	x	x	-4	x	-0.3	5
CC(C)C(NS(=O)(=O)c1ccc2c(c1)oc(=O)n2C)C(=O)N1CCN(C2CCCCC2)CC1 (centres undefined)	3	x	13	6	1	1	0	-0.57	-4
Cc1ccc(-c2nc(CSCC(=O)N3CCCC3)c(C)o2)cc1	-4	0.87	6	-8	0.8	2	18	0.59	-3
CC(CNC(=O)C(=O)NC(C)CCc1ccccc1)Cc1ccccc1 (centres undefined)	-5	0.77	4	-3	0.9	0	13	-0.027	3
CC1=C(C(=O)Nc2ccccc2)C(c2ccco2)C(C#N)=C(SCc2ccccc2)N1 (centres undefined)	-23	x	3	1	0	19	96*	0.049	-20
CCC(CC)C(=O)Nc1cccc(C(=O)Nc2ccc(S(=O)(=O)Nc3ccc(C)cc3)cc2)c1	-12	-2	5	4	0.1	7	90*	-0.41	-3
COC(=O)c1cc(COC(=O)c2ccc3ccccc3n2)oc1C	-6	1.2	3	4	1.1	-4	-10	1.5	1
C=CCN(C(=O)Cn1ncc2c1-c1cc(C)ccc1OC2)c1ccccc1	5	x	9	-11	0.6	3	38	0.37	-3
Cc1ccc2oc(-c3cccc(NC(=O)c4ccc(Br)o4)c3)nc2c1	-1	1.3	20	2	0.5	0	53*	x	2
CC(C(=O)NCC1CCCO1)n1cccc1C(=O)c1ccccc1 (centres undefined)	-13	1.6	15	7	0.9	5	8	-0.013	-6
COc1ccccc1C(=O)Nc1ccc2c(c1)OCO2	10	0.49	1	14	0.9	4	14	-0.23	-2
O=C(NCCOC(=O)c1ccc(S(=O)(=O)N2CCOCC2)cc1)c1cccnc1	0	0.6	10	3	0.8	x	23	-0.88	x
COc1cc(C=O)ccc1OCCSc1ccc(Cl)cc1	15	-0.34	3	-7	0.6	-1	44	-0.54	6
COCC(=O)Nc1ccc(-c2cn3cccnc3n2)cc1	11	0.07	25	13	1	-2	0	0.58	1
CCOC(=O)N1CCN(C(=O)COc2ccc(Br)cc2Cl)CC1	5	0.18	12	1	0.6	x	36	1.1	x
Cc1sc2ncnc(OCC(=O)NCC3CCCO3)c2c1C (centres undefined)	1	-0.72	-2	-7	1	-4	0	-3.3*	0
COc1ccc(-c2nn(-c3ccccc3)cc2C(=O)N2CCOCC2)cc1	8	0.29	9	0	0.9	x	12	0.068	x
CCOC(=O)c1cn(-c2ccc(F)c(F)c2F)c2c(F)c(F)c(F)cc2c1=O	2	-0.43	-5	-2	0.9	6	11	-0.29	-2
CN(C)CCCN1C(=O)c2oc3ccc(Cl)cc3c(=O)c2C1c1cccnc1 (centres undefined)	-7	x	4	3	0.9	-4	6	-1.1	3
CCC(C)(C(=O)NC1CCCC1)N(C(=O)CNC(C)=O)c1ccccc1 (centres undefined)	6	0.03	1	28	0.8	x	18	0.14	x
Cc1ccc(C(=O)CSc2nnc(CNc3ccc(C)cc3C)n2Cc2ccco2)cc1	-6	-0.22	40*	-4	0.3	-14	73*	1.4	12
CCCc1c(C(=O)OCC)[nH]c2c1C(=O)CCC2	2	x	9	5	0.8	-4	15	0.46	2
Cc1cc2ccccc2n1CCNC(=O)c1ccc(S(=O)(=O)N2CCCCC2)cc1	-24	x	15	5	0.1	3	90*	2.5*	-6
O=C1c2[nH]nc(-c3ccccc3O)c2C(c2ccc(F)cc2)N1Cc1ccco1 (centres undefined)	0	-2.6	15	-3	0	-4	97*	-0.5	2
Cc1ccc(Nc2nc(N)nc(CSc3nnc(-c4ccncc4)o3)n2)cc1	2	0.67	-3	-5	0.9	10	10	-0.33	-14
Cn1c(=O)n(C)c2cc(S(=O)(=O)Nc3ccccc3O)ccc21	8	2	-13	10	0.4	-9	59*	0.79	6
Cc1ccc(NC2=NC(c3ccc(O)cc3)n3c(nc(C)cc3=O)N2)cc1 (centres undefined)	2	0.13	2	-9	0.8	4	21	-0.11	-7
O=C(Nc1cccnc1)Nc1ccc(F)c(Cl)c1	61*	-0.36	13	2	0.2	0	76*	-4.3*	0
CN(CCCC(=O)NCc1ccco1)S(=O)(=O)c1ccccc1	6	1.2	4	1	0.6	-2	36	-0.031	-6
O=C(O)CNS(=O)(=O)c1cccc2nsnc12	-6	0.79	-3	16	1	-6	0	-1.2	7
CN(C)c1ccc(NC(=O)CSCc2nc3c(nnn3Cc3ccc(F)cc3)c(=O)[nH]2)cc1	-4	0.09	5	-9	0.4	-1	59*	0.013	-1
COc1ccc(CCNC(=O)CN(C)S(=O)(=O)c2cccs2)cc1OC	9	0.44	-4	12	0.9	9	5	-0.67	-11
COCCN1C(=O)N(c2cccc(C)c2)C(=O)C1CC(=O)Nc1ccc(F)cc1 (centres undefined)	5	-1	-8	3	0.8	1	22	-1	-5

(more compounds)
SMILES	Ecoli WT expand	PTK2B oligo ant	PostGolgi ctrl	PostGolgi yeast	CYP2C9 act	PTPN22 act	CYP2C9 inh	hDAT+cocaine	LYP inh 2
O=C(NC1(C(F)(F)F)NC(=O)N(c2ccc(F)c(Cl)c2)C1=O)c1ccncc1 (centres undefined)	14	0.03	0	-2	0	-3	98*	-3*	6
Cc1ccc(-c2nc3cc(NS(=O)(=O)c4ccc(C)cc4)ccc3o2)cc1	-13	-2	59*	14	0	-2	100*	0.1	4
CCC(C)(C(=O)NC1CCCC1)N(C(=O)CNC(C)=O)c1ccc(C)cc1 (centres undefined)	4	-0.55	2	23	1	x	3	0.91	x
CC(=O)Nc1ccc(S(=O)(=O)N2CCN(CC(=O)NC3CCCC3)CC2)cc1	3	0.45	2	-4	1.1	-3	-9	-0.72	0
O=C(CSc1nc2ccccc2s1)NC1CCS(=O)(=O)C1 (centres undefined)	0	0.08	15	0	1.3	-5	-33	-0.62	4
O=C(NCCc1csc(-c2cccnc2)n1)c1cccc2ccccc12	4	x	-1	7	0.1	11	86*	-0.35	-15
COc1ccc(N2C(C(C)=O)=NN(c3ccccc3)C2c2cccs2)cc1 (centres undefined)	-19	-2.3	19	19	0.4	-2	56*	1.4*	1
O=C(CSCc1nc2ccccc2[nH]1)N1CCN(c2ccc(F)cc2)CC1	1	-0.34	5	10	0.5	30	46	-0.7	-31
Cc1cc(C(=O)Nc2cccc3ncccc23)no1	8	0.01	3	2	0.9	10	12	-0.71	-12
O=C(NCc1ccc(F)cc1)c1cc(-c2ccco2)on1	0	-0.84	-2	-2	1.1	0	-6	0.99	-2
O=C(Cn1cnc2ccccc2c1=O)NCC1COc2ccccc2O1 (centres undefined)	0	2	-2	-8	0.4	-5	61*	-0.19	6
CCOC(=O)NC(NCC(O)c1ccccc1)(C(F)(F)F)C(F)(F)F (centres undefined)	-7	3.2	1	-5	0.7	6	31	-0.017	-9
COc1ccc(/C=N/NC(=O)c2nc(-c3ccccc3)cc(-c3ccccc3)n2)cc1	-21	-2.4	31*	8	0.8	-9	15	0.46	10
COc1ccc(-c2nnnn2C)cc1S(=O)(=O)NCCc1ccccc1	x	-0.29	x	x	x	-10	x	0.28	11
CCn1c(CNc2cccc(Cl)c2)nnc1SCc1ccccc1	-1	-0.68	4	-6	0.7	2	33	0.19	-1
COc1ccc(OC(=O)c2cc(S(=O)(=O)N3CCCC3)ccc2Cl)cc1	1	-0.75	16	-1	0.8	-5	21	-2.3*	6
CN(C)c1ccc(NC(=O)CN2CCN(CC(=O)Nc3ccc(F)cc3)CC2)cc1	6	0.02	6	2	0.9	x	5	-0.072	x
CCn1nnnc1-c1ccc(OC)c(S(=O)(=O)Nc2ccc(OC)cc2)c1	-1	0.23	0	-5	0.8	-5	17	-0.96	5
Cc1c(C(=O)OCC(=O)N2CC(=O)Nc3ccccc32)oc2ccccc12	-6	-0.18	1	3	1	7	3	-0.81	-9
CCn1c(SCC(=O)Nc2cc(C)c(Cl)cc2OC)nnc1-c1ccco1	-4	-0.62	26	-7	0.4	-11	62*	1.3	10
O=C(Nc1ccccc1C(=O)NCc1ccccc1)c1ccccc1	-11	-2.3	16	-4	0.5	-8	54*	-0.95	13
COc1ccc(N2CCN(C(CNC(=O)c3ccco3)c3cccnc3)CC2)cc1 (centres undefined)	-13	-1.9	2	10	0.8	0	19	-0.66	0
CCOc1[nH]n(-c2ccccc2)c(=O)c1C=Nc1ccc(Cl)cc1	-3	-0.18	3	1	1	2	1	1.3	3
O=C(C(Sc1ccccc1)c1ccccc1)N1CCN(c2ccccc2F)CC1 (centres undefined)	-18	-2.1	16	5	0.2	-1	76*	-0.018	7
